# Screening data deposited in PubChem by NMMLSC.
# S aureus QS inh: S. aureus quorum sensing inhibition. S. aureus RN6390 RNAIII-GFP reporter, AIP-induced, flow cytometry 3 h. inhibition, % at 2 µM. 0.3% of 24,000 active. AID 527;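 active = share of bacteria positive for the green fluorescent reporter and its mean brightness both inhibited by 50% or more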;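 also: 0% = AIP-stimulated control and 100% = unstimulated bacteria without AIP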
# S aureus QS inh GFP MFI %: recorded beside S aureus QS inh, whose call it bears; inhibition, %; measured here: inhibition of GFP MFI
# Active calls of the source: *. These rows are one share of the data. The share of hits here may be higher or lower than overall.
canonical_smiles | S aureus QS inh | S aureus QS inh GFP MFI %
COc1ccc(OC)c(C2CC(=O)N3CN(c4ccccc4)CSC3=C2C#N)c1 (stereo unspecified) | -4 | -6
Cc1cc(C)n(C(=O)C23CC4CC(CC(C4)C2)C3)n1 | -2 | -5
COc1ccc(CCNS(=O)(=O)c2ccc3c(c2)OCCO3)cc1 | 0 | 4
O=C(COc1ccccc1)Nc1nc2ccccc2[nH]1 | 0 | 29
COC(=O)C(C)NS(=O)(=O)c1ccc(NC(C)=O)cc1 (stereo unspecified) | -1 | -24
O=C(Nc1ccc2c(c1)OCO2)c1ccc(CN2CCOCC2)cc1 | 0 | 8
O=C(NCCc1ccccc1)C1CCN(c2nc3ccccc3o2)CC1 | -1 | 0
CCC(Sc1nc(C)cc(=O)[nH]1)C(=O)Nc1ccc(Cl)cn1 (stereo unspecified) | -3 | -16
CCOC(=O)N1CCN(S(=O)(=O)c2ccc(C(=O)Nc3ccc(F)cc3F)cc2)CC1 | 5 | 21
COC(=O)c1cn(C)c2ccc(S(=O)(=O)N3CC(C)CC(C)C3)cc2c1=O (stereo unspecified) | 7 | 13
CC(C)(C)n1ncc2c(=O)n(CC(=O)OCc3ccccc3)cnc21 | -2 | -3
COc1cc(C2N3CC4(C)CN2CC(C)(C3)C4)ccc1O (stereo unspecified) | 0 | 3
Cn1c(=O)oc2cc(S(=O)(=O)N3CCCC(C(=O)NCC4COc5ccccc5O4)C3)ccc21 (stereo unspecified) | 0 | 1
Cc1ccc2c(c1)-c1c(cnn1CC(=O)N1CCCN(Cc3ccccc3F)C1)CO2 | 3 | 12
O=C(O)c1cccc(S(=O)(=O)N2CCOCC2)c1 | 0 | -3
Cc1nc2c(=O)oc3ccccc3c2n1-c1ccccc1 | 2 | 9
O=C(c1cccnc1)N1CCc2ccccc21 | 1 | -8
CN1CCN(S(=O)(=O)c2ccc(Sc3nnc(-c4cccs4)n3-c3ccccc3)nc2)CC1 | 1 | -2
CCCn1c(N2CCN(CC(=O)Nc3ccc4c(c3)OCCO4)CC2)nc2ccccc21 | 0 | 3
Cc1ccc(C(=O)NCC2CCCO2)cc1N1CCCC1=O (stereo unspecified) | 6 | 12
CCOC(=O)C1=C(C)Nc2nnnn2C1c1ccc(OC)c(Br)c1 (stereo unspecified) | 0 | 12
Cc1cc(S(=O)(=O)NC2CCCCC2)ccc1OCC(=O)NCc1ccccn1 | -2 | -8
O=C(O)CSC1CC(=O)N(c2ccc(Cl)c(Cl)c2)C1=O (stereo unspecified) | 5 | 32
CCOC(=O)N1CCC(N(C(=O)Nc2cccc(OC)c2)C(C)CC)CC1 (stereo unspecified) | 0 | 9
COc1cccc2c1OC1(C)CC2NC(=O)N1c1cccc(C(=O)Nc2ccc3c(c2)OCCO3)c1 (stereo unspecified) | -2 | -10
CCOCCCn1c(=S)[nH]c2cc(C(=O)NCCN(CC)CC)ccc2c1=O | 3 | 7
CC(C)Cc1cc(C(=O)Nc2cc(Cl)ccc2Cl)no1 | 1 | 12
CCOC(=O)c1ccccc1NC(=O)N1CCn2c(C)ccc2C1CC (stereo unspecified) | 0 | 14
COc1ccc(OC)c(NC(=O)C2CCCN(S(=O)(=O)c3cccc4cccnc34)C2)c1 (stereo unspecified) | 1 | 17
Cc1nc2ccc(S(=O)(=O)NC(C(=O)N3CCCCCC3)C(C)C)cc2s1 (stereo unspecified) | 1 | -1
O=C(Nc1ccccc1-c1nc2ccccc2o1)c1ccc2c(c1)OCCO2 | -1 | -23
Cc1noc(C(=O)Nc2sc3c(c2C#N)CCC3)c1Cl | 14 | 50
O=C1CN(C(=O)c2ccc(Br)o2)C(c2ccc(F)cc2)c2cc(F)ccc2N1 (stereo unspecified) | -3 | -10
CCCSCCCNC(=O)Cn1cc2c(n1)CCC(C)C2 (stereo unspecified) | -2 | -11
O=C(c1ccncc1)N1CCN(C(=O)c2cccs2)CC1 | -1 | -1
COC(=O)c1ccc(C2C(C(C)=O)=C(C)Nc3ncnn32)cc1 (stereo unspecified) | -4 | -11
O=C1CCCCCC1C1(O)C(=O)Nc2ccc(Br)cc21 (stereo unspecified) | -4 | -1
CC(C)OC(=O)C(C)(C)Oc1ccc(C(=O)c2ccc(Cl)cc2)cc1 | 0 | 4
CCOc1cc(-c2nc(-c3ccccc3OC)no2)cc(OCC)c1OCC | 2 | 8
CN(C)CCCN1c2ccccc2CCc2ccc(Cl)cc21 | -1 | -15
CCc1nnc(NC(=O)C2CCCN2S(=O)(=O)c2ccc(C)cc2)s1 (stereo unspecified) | 0 | -9
O=C1NCC(O)=C1C=NC12CC3CC(CC(C3)C1)C2 | -2 | 30
Cc1cc(=O)c2ccccc2s1 | -8 | -7
Cc1cccc(NC(=O)C2c3ccccc3C(=O)N3CCc4ccccc4C23)n1 (stereo unspecified) | 2 | 5
Cc1c(NS(=O)(=O)c2ccc3c(c2)c(=O)n(C)c(=O)n3C)c(=O)n(-c2ccccc2)n1C | 2 | 10
CCOC(=O)C1CCCN(C(=O)c2cc(Nc3ccc(OC)c(OC)c3)nc3ccccc23)C1 (stereo unspecified) | 4 | 52
Cc1cc(=O)n2nc(N3CCCC(C(=O)NCCc4ccccc4)C3)sc2n1 (stereo unspecified) | 0 | 29
OCCNCC(O)Cn1ccc2ccccc21 (stereo unspecified) | -3 | 2
COc1ccc(C2N(c3cc(Cl)ccc3OC)C(=O)C3CCCN32)c(OC)c1 (stereo unspecified) | -10 | -24
O=C(Sc1nnnn1C1CCCCC1)c1cccs1 | 1 | 6
COc1ccccc1N1CCN(C(=O)CCCC2=NS(=O)(=O)c3ccccc3N2)CC1 | 2 | 17
COc1cc(-c2nc3cnccn3c2Nc2ccc3c(c2)OCCO3)ccc1O | -2 | -7
CCN(CCN(C)C)C(=O)Cn1ncc2c1-c1cc(C)ccc1OC2 | -7 | -30
CCOC(=O)c1cc(S(=O)(=O)NC2CCN(C(=O)OCC)CC2)cn1C | 2 | 23
O=C(O)c1ccccc1NCN1C(=O)C2CC=C(Cl)CC2C1=O (stereo unspecified) | -1 | -4
Cc1ccc(N2CC(C(=O)Nc3nnc(C)s3)CC2=O)cc1 (stereo unspecified) | 2 | 8
C=CCNC(=O)c1ccc(Cl)cc1Cl | 0 | -1
CCC(C)(C(=O)NC1CCCCC1)N(Cc1ccco1)C(=O)c1ccc2c(c1)OCO2 (stereo unspecified) | 0 | 33
O=C(CN1CCN(c2ncc(C(F)(F)F)cc2Cl)CC1)Nc1ccc2c(c1)OCO2 | 1 | 7
CC1CCN(S(=O)(=O)c2ccc3[nH]c(=O)cc(C(=O)O)c3c2)CC1 | 1 | -11

# Other structures.
canonical_smiles | S aureus QS inh | S aureus QS inh GFP MFI %
COc1ccc(C2C(C(=O)N3CCCCC3)CCC(=O)N2c2cc(OC)c(OC)c(OC)c2)cc1 (stereo unspecified) | -4 | -8
CN(Cc1nc(-c2ccncc2)no1)S(=O)(=O)c1ccc(Br)cc1 | -2 | -14
Cc1ccc(-n2ncc3c(=O)n(CC(=O)NCC4CCCO4)cnc32)cc1 (stereo unspecified) | 3 | 6
COc1cccc(CN2CCCN(S(=O)(=O)c3ccc(Br)cc3)CC2)c1 | -3 | -5
c1cnn(-c2cc(N3CCOCC3)ncn2)c1 | -3 | 0
COC(=O)c1ccc(C2c3c(n[nH]c3C)C(=O)N2c2ccc(C)cc2)cc1 (stereo unspecified) | -5 | -2
Cc1c(C(=O)O)sc2nc(C)n(C)c(=O)c12 | 1 | 14
CN(C)C(CNC(=O)Nc1cccc(Cl)c1)c1cccnc1 (stereo unspecified) | -1 | -3
CCN1CCCC1CNC(=O)c1nn(-c2ccc(C)cc2)c(=O)c2c1c1ccccc1n2C (stereo unspecified) | -1 | -1
CCOC(=O)N1CCc2c(sc3c2C(=O)NC(c2ccccc2)N3)C1 (stereo unspecified) | 1 | 2
Cc1nccc2[nH]c(=O)c(C(=O)NC3CCN(Cc4ccccc4)CC3)cc12 | -5 | 0
COc1ccc(N2CCN(C(=O)CCN3C(=O)c4ccccc4S3(=O)=O)CC2)cc1 | -3 | -4

# Exported field by field: part of the list above
structure: COc1ccc(N2CCN(C(=O)CCN3C(=O)c4ccccc4S3(=O)=O)CC2)cc1
  S aureus QS inh: -3 | S aureus QS inh GFP MFI %: -4
structure: COc1cccc(CN2CCCN(S(=O)(=O)c3ccc(Br)cc3)CC2)c1
  S aureus QS inh: -3 | S aureus QS inh GFP MFI %: -5
structure: CCN1CCCC1CNC(=O)c1nn(-c2ccc(C)cc2)c(=O)c2c1c1ccccc1n2C (stereo unspecified)
  S aureus QS inh: -1 | S aureus QS inh GFP MFI %: -1
structure: CCOC(=O)N1CCc2c(sc3c2C(=O)NC(c2ccccc2)N3)C1 (stereo unspecified)
  S aureus QS inh: 1 | S aureus QS inh GFP MFI %: 2

# (listing goes on)
canonical_smiles | S aureus QS inh | S aureus QS inh GFP MFI %
CCOC(=O)C1CCCN(c2c(NCCN(C)Cc3ccccc3)c(=O)c2=O)C1 (stereo unspecified) | -2 | -7
CCC(=O)N1CCc2cc(S(=O)(=O)N3CCN(c4ccccn4)CC3)ccc21 | -3 | -3
CC(C)OC(=O)c1nnc(Cc2ccc(Cl)cc2)o1 | 0 | 8
Cc1oc(-c2ccc(Cl)cc2)nc1CN1CCCC(C(=O)NCc2ccco2)C1 (stereo unspecified) | -6 | -18
S=c1[nH]nc(COc2ccccc2)n1C1CCCCC1 | 3 | -2
COc1ccc(CCNC(=O)Cn2c(=O)n(Cc3ccco3)c(=O)c3ccc(Cl)cc32)cc1OC | -3 | -6
Cc1ccc(S(=O)(=O)Nc2cc(C(=O)O)ccc2N2CCCCC2)cc1 | 0 | 2
Cc1noc(/C=C/N(C)C)c1S(=O)(=O)N1CCCC(C(=O)NCc2ccco2)C1 (stereo unspecified) | 1 | 3
CCCS(=O)(=O)N1CCCC(C(=O)NCCN(CC)c2ccccc2)C1 (stereo unspecified) | -4 | -4
O=C(CN1CCOc2ccccc21)NC1CCN(Cc2ccccc2)CC1 | -1 | 1
O=C(c1c[nH]c(=O)n(-c2ccccc2)c1=O)N1CCc2ccccc21 | 2 | 7
FC(F)Sc1ccc(Nc2ncnc3nc[nH]c23)cc1 | -9 | -29
CC(=O)NCCn1c(SCC(=O)NCCC2=CCCCC2)nc2ccccc2c1=O | -5 | -28
CCCc1cc(C(=O)Nc2ccc(C(C)=O)cc2)no1 | 0 | 4
CCn1c(C)csc1=NC(=O)c1ccccc1 | 2 | 9
COc1ccc(C(=O)N2CCC(C(=O)Nc3ccc4c(c3)OCO4)CC2)cc1 | -3 | -5
COCc1[nH]nc2c1C(c1cc(OC)c(O)c(OC)c1)C(C#N)=C(N)O2 (stereo unspecified) | -1 | -15
CS(=O)(=O)N(CC(=O)Nc1cccc(F)c1)Cc1ccccc1 | -2 | -3
CC(C)=CCCC(C)NC(=O)NC1CCCCC1 (stereo unspecified) | 1 | 16
Cc1cc(C)c2c(=O)n(CC(=O)N3CCC(Cc4ccccc4)CC3)sc2n1 | 34 | 36
CCOC(=O)c1cccc(NS(=O)(=O)c2c(C)[nH]c(=O)[nH]c2=O)c1 | 2 | 7
O=C(COC(=O)C1CC1)c1c[nH]c2ccccc12 | -1 | -8
O=C(CSc1nnc2c3cc(F)ccc3nc(-c3ccccc3)n12)N1CCOCC1 | 1 | 7
CCCCN(C)CCCNC(=O)c1ccc2c(c1)NC(=O)C(N1CCOCC1)S2 (stereo unspecified) | -1 | -21
Cc1cc(S(=O)(=O)N2CCN(c3ccc(F)cc3)CC2)c(C)s1 | 0 | -3
COc1ccc(NS(=O)(=O)Cc2ccccc2Cl)cn1 | -1 | -6
O=C(NCCc1c[nH]c2ccccc12)C(=O)NCC(c1ccco1)N1CCN(c2ccc(F)cc2)CC1 (stereo unspecified) | -2 | -3
Cc1cc(C)c2cc(CN(CCN3CCCC3)C(=O)Nc3ccc(F)cc3)c(=O)[nH]c2c1 | 0 | -14
O=C1C=C(NCc2ccco2)C2(CCCCC2)O1 | 0 | 4
CC(C)NC(=O)CN(Cc1ccccc1)S(=O)(=O)c1ccccc1 | -7 | -64
Cc1cc(C(=O)CSc2nc3ccccc3[nH]2)c(C)n1C | 0 | 6
O=C(CCc1nc2ccccc2[nH]1)N1CCc2ccccc2C1 | -5 | -26
O=C(NCc1ccc(Cl)cc1)c1cc(-c2cccs2)on1 | 10 | 17
COc1ccc(Cc2nnc(NC(=O)Cc3cccs3)s2)cc1 | 0 | 0
CCC(=O)N1CCCc2cc(S(=O)(=O)NCc3cccs3)ccc21 | 2 | 7
Cc1ccccc1CN1C(=O)CSc2ccc(C(=O)N3CCOCC3)cc21 | 0 | 25
O=c1c2cc(N3CCOCC3)ccc2[nH]c(=S)n1CCCN1CCCCCC1 | -5 | -6

# Given with the structure last: part of the list above
S aureus QS inh	S aureus QS inh GFP MFI %	SMILES
0	-14	Cc1cc(C)c2cc(CN(CCN3CCCC3)C(=O)Nc3ccc(F)cc3)c(=O)[nH]c2c1
0	4	O=C1C=C(NCc2ccco2)C2(CCCCC2)O1
-7	-64	CC(C)NC(=O)CN(Cc1ccccc1)S(=O)(=O)c1ccccc1
0	6	Cc1cc(C(=O)CSc2nc3ccccc3[nH]2)c(C)n1C
-5	-26	O=C(CCc1nc2ccccc2[nH]1)N1CCc2ccccc2C1
10	17	O=C(NCc1ccc(Cl)cc1)c1cc(-c2cccs2)on1
